# INS-1E GSIS act – primary screen for activators of insulin secretion dependent on glucose, INS-1E cells, GLuc reporter luminescence. INS-1E GLuc reporter insulin secretion, 2-3 h. activation, % at 16.6 µM. hit rate 0.61% among 370,000. AID 743287;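 active means lowest replicate activation of at least 40%, so every replicate reaches that level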;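 further: 0% = median of neutral control wells and 100% = median of IBMX positive control wells; some compounds called inactive have numbers as strong as hits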
# ARNT TACC3 PPI – disruptors of human ARNT/TACC3 interaction | Q9Y6A5 | AlphaScreen His-ARNT PAS-B/GST-TACC3 binding, luminescence; TACC3 fragment carries E629A point mutation | inhibition, % at 9.99 µM | hit rate 0.66% among 390,000;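 active means mean inhibition of replicates at least 50% and at least half of replicates each reaching 50%; inconclusive means half or more replicates reach 50% but mean below 50%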;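 further: 0% = complete ARNT plus TACC3 wells and 100% = ARNT alone without TACC3; many hits fall short of the cut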
# PAX8 reporter – PAX8 transcriptional activity inhibition; RMG-I TPO-luciferase reporter, SteadyGlo, 24 h; inhibition, % at 12.6 µM; hit rate 1.2% among 360,000; AID 652154;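 active means mean replicate inhibition at least 60% with every replicate also reaching 60%; inconclusive means only one of the two criteria is met; inactive means mean below 60% and not all replicates reaching 60%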;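 further: luciferase light reporting Pax8 driven TPO promoter activity; plate controls were median of neutral control wells for no effect and mitoxantrone controls for full effect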
# EWS-Fli block – inhibitors of EWS/Fli oncoprotein transcriptional activity; hit rate 0.67% among 350,000; inhibition, % at 12.6 µM; A673 NR0B1-luciferase reporter, viability-normalised;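 active means mean inhibition of at least 50% after viability correction, with every replicate also passing that limit; inconclusive means mean reaches 50% but only one of two replicates passes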;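 further: firefly luciferase signal divided by Alamar Blue viability fluorescence both relative to DMSO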
# ERp5 block – ERp5 (human) disulfide isomerase inhibition. ERp5 insulin aggregation, absorbance 650 nm, 90 min. inhibition, % at 9.99 µM. hit rate 0.05% among 350,000. AID 651711;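 active means mean replicate inhibition above about 25%, with every replicate also reaching it, limit read from the data, passing the limit was not always enough; inconclusive means only one of those two criteria met; inactive means neither criterion met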
# Target sequence (Q15084 whole entry, looked up): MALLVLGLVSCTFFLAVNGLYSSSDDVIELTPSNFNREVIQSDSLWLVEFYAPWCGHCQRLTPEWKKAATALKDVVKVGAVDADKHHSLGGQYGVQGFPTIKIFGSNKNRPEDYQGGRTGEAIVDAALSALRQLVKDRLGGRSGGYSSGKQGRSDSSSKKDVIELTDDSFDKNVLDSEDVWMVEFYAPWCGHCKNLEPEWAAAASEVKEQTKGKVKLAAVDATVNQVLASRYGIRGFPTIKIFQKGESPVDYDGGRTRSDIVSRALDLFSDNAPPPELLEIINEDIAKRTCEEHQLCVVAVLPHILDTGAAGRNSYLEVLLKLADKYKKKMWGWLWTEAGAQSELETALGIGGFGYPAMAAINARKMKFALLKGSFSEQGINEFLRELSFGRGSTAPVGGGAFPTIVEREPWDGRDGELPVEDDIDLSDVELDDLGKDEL
# DENV2 CPE rescue – protects cells from dengue virus 2 cytopathic effect; hit rate 1.7% among 350,000; DENV2-infected cells, cytopathic effect rescue, plate reader; CPE inhibition, % at 9.99 µM; AID 651640; in the data active means CPE inhibition above about 20%, passing the limit was not always enough; inconclusive means no clear call, values can overlap the other calls; tested in BHK-21 cells;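 further: 0% = median of neutral control wells and 100% = median of positive control wells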
# Xi reactivation – X-chromosome reactivation activator. XiGFP mouse fibroblasts, % GFP-positive cells imaging, 3 d; cells co-treated with 5-aza-dC sensitizer; scaled so ellipticine positive control = 100%. activation, % at 7.58 µM. hit rate 0.055% among 360,000. AID 743238;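 active means mean normalized replicate activation at least 10% and every replicate at or above 10%; inconclusive means only one of the two criteria met; inactive means mean below 10% and not all replicates reach 10%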;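 further: 0% = median of on-plate neutral control wells and 100% = ellipticine 6 µM median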
#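 Assay system: SV40-immortalized XiGFP fibroblast cells, line 68-5-11; buffer or medium: DMEM plus 5-aza-dC sensitizer; compound: one concentration, pinned; timing: compounds 3 days, fix/stain 15 min at room temperature; benchmarks: positive control ellipticine, 6 µM final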
# F508del corr – CFTR F508del correction in bronchial cells | CFBE cells, YFP halide quenching; stimulated with forskolin plus potentiator P3; % fluorescence drop versus neutral controls | activity (quench increase), % at 7.58 µM | hit rate 0.36% among 350,000 | AID 720511;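 active means mean added fluorescence quench of at least 8% versus neutral control, with both replicates also reaching 8%; inconclusive means only one of the mean or replicate conditions met; inactive means mean below 8% and not both replicates reaching 8%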;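 further: cells transiently co-express mutant CFTR-F508del with the halide-sensitive YFP; corrector assay measuring rescue of mutant channel to the surface after 24 h compound exposure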
# * = called active by the depositor; ? = inconclusive; · = not tested or not shown.
no.	Structure	INS-1E GSIS act	ARNT TACC3 PPI	PAX8 reporter	EWS-Fli block	ERp5 block	DENV2 CPE rescue	Xi reactivation	F508del corr
1	O=C1CCc2cc(S(=O)(=O)N3CCCC3C(=O)NC3CCCCCCC3)ccc2N1 (configuration not stated)	·	-19	10	13	0	12	0.2	-2.1
2	C[C@H]1CN([C@@H](C)CO)C(=O)c2cc(N(C)C)ccc2O[C@H]1CN(C)Cc1ccc(-c2ccccc2)cc1	11	10	-14	18	3	1	-1.1	-0.9
3	Nc1[nH]n(-c2ccccc2)c(=O)c1N=Nc1ccc2c(c1)OCCO2	12	35	-63	21	-5	-1	0.1	-0.5
4	CCC(=O)N1[C@@H]2Cn3c(ccc(/C=C/c4ccccc4)c3=O)[C@H]1[C@@H](C(=O)N1CCOCC1)[C@@H]2CO	-4	-7	5	-8	1	3	0.1	-0.5
5	COc1ccc(-c2nc3ccc(C)cn3c2CC2CCCCC2)cc1OC	6	·	-19	-10	6	-1	-0.1	2.2
6	COc1ccc(NC(=O)C(CC(C)C)NC(=O)C2CCCCC2)c(OC)c1 (configuration not stated)	0	4	21	-1	-2	-1	0.6	-0.7
7	O=C(c1ccccc1)C1CCN(c2ncccc2[N+](=O)[O-])CC1	·	9	14	-1	0	1	0.0	-0.1
8	O=C(N/N=C/c1cc([N+](=O)[O-])ccc1O)c1ccncc1	2	57*	31	8	3	-1	0.0	-1.0
9	CC(C)OC(=O)C[N+](C)(C)CCN1C(=O)C2C(c3ccccc3)C=CC(c3ccccc3)C2C1=O (configuration not stated)	3	0	8	-1	-3	3	0.0	0.4
10	CCN1C[C@@H]2[C@@H]3C(=O)N(C)C(=O)[C@@H]3[C@](Cc3ccccc3)(C1=O)N2C(=O)c1ccc(Cl)cc1	6	-3	5	-6	2	6	0.0	0.0
11	CCCCn1nc(NC(=O)CC(C)C)c2cc3cc(OC)ccc3nc21	·	-6	21	14	3	-1	0.2	-3.1
12	Cc1ccc(O)c(CNc2nc3ccccc3n2C(C)C)c1	-12	-5	20	6	3	8	0.0	1.3
13	COc1ccc(/C(C)=N/NC(=O)c2ccc(CSc3nncn3C)cc2)cc1	11	-1	5	9	-1	0	0.7	1.2
14	C[C@H]1CN([C@@H](C)CO)C(=O)Cc2cc(NS(=O)(=O)c3cccs3)ccc2O[C@@H]1CN(C)Cc1ccc(-c2ccccc2)cc1	-3	3	-11	-6	-1	?	0.0	1.2
15	COc1cccc(-c2cnc3c(NC(C)=O)cc(-c4cccc(C(=O)N(C)C)c4)cn23)c1	-6	·	6	5	6	-6	0.3	2.9
16	COc1ccc(C(=O)c2ccccc2CN2C(=O)c3ccccc3C2=O)cc1	0	3	-4	-14	-4	-2	0.4	2.7
17	Cc1ccc2nc(SCC(=O)Nc3ccc4[nH]c(=O)[nH]c4c3)[nH]c2c1	13	-1	8	-16	-3	-2	0.1	1.8
18	Cc1ccc(OC(C)C(=O)Nc2cc(C)on2)cc1 (configuration not stated)	13	0	2	·	3	-6	0.1	0.3
19	Cc1c(C(=O)NCc2ccc([N+](=O)[O-])cc2)sc(=O)n1Cc1ccc(-c2ccccc2)cc1	-6	·	24	-3	-5	-1	0.0	-4.3
20	Nc1nonc1NN=C1CCCCC1	-1	20	3	-9	3	10	0.2	-2.3
21	COc1ccc(C2CC(c3ccccc3)=NN2C(=O)COC(=O)/C=C/c2ccc(O)c(OC)c2)cc1 (configuration not stated)	-2	-4	22	11	2	?	0.0	0.0
22	O=C(Nc1cc(Cl)ccc1Cl)c1cc(-c2ccco2)on1	4	·	-1	-9	-3	-5	0.0	-1.0
23	Cc1ccc(S(=O)(=O)NC(=O)C2(C)CCN2C(=O)c2ccccc2)nc1 (configuration not stated)	·	·	-18	-7	-10	3	0.0	4.1
24	O=C(NNS(=O)(=O)c1ccccc1)c1cccc([N+](=O)[O-])c1	1	-4	-9	6	3	-4	0.2	0.6
25	Cc1nn(-c2ccc(F)cc2)c(C)c1/C=C/C(=O)N1CCNC(=O)C1	18	-9	-2	11	-1	-2	0.0	-1.2
26	CC1(C)CCC[C@]2(C)[C@H]3Cc4cc(O)ccc4O[C@]3(C)CC[C@@H]12	·	9	27	26	-4	-8	-0.1	-1.9
27	C[C@H]1CN([C@@H](C)CO)C(=O)c2cc(C#Cc3ccccc3F)cnc2O[C@@H]1CN(C)S(=O)(=O)c1ccccc1	-2	-4	·	10	-1	-2	0.1	3.4
28	O=C(NC(=S)Nc1ccc(N2CCOCC2)cc1)c1ccco1	13	0	-177	·	·	·	0.3	·
29	CN(C)c1cc(N/N=C/c2ccc(Cl)cc2)nc(N(C)C)n1	-12	·	33	-2	4	·	0.0	-0.9
30	CCCS(=O)(=O)NC(=O)C1(C)CCN(C(=O)c2ccc(C(F)(F)F)cc2)C1 (configuration not stated)	·	·	-5	5	5	?	0.0	-3.8
31	O=S1(=O)c2ccc(Br)cc2N2CCC[C@H]2CN1Cc1ccccc1	-31	-2	11	48	-5	6	0.3	9.5*
32	O=C(/C=C/c1ccc(O)cc1)c1c(O)cc(O)cc1O	6	0	·	-6	8	-6	·	-1.7
33	COc1cccc(C#Cc2cnc3c(c2)C(=O)N([C@H](C)CO)C[C@@H](C)[C@@H](CN(C)C(=O)C2CCCCC2)O3)c1	-18	-9	15	2	4	2	0.6	-0.9
34	Cc1ccc(C)c(S(=O)(=O)N2CCCOC2CNC(=O)C(=O)NCc2ccccc2)c1 (configuration not stated)	-12	-8	3	·	-6	-6	0.0	0.0
35	COc1ccc(/C=C(/NC(=O)c2ccco2)C(=O)N2CCc3ccccc32)cc1OC	6	5	9	-1	-7	4	0.3	-0.5
36	N#C/C(=C\c1ccc(F)c(Br)c1)C(=O)NC1CC1	7	9	7	4	4	0	0.1	-1.5
37	COc1cc(NS(=O)(=O)c2c(C)oc3c(F)c(F)c(F)c(F)c23)cc(OC)c1OC	-45	-3	15	1	5	·	0.5	-2.0
38	CCOC(=O)C(C)Sc1nc(N2CCOCC2)c2c(c1C#N)CC(C)(C)OC2 (configuration not stated)	·	·	20	2	0	12	0.0	-1.4
39	N#CCCN(C(=O)CN1c2cccc3cccc(c23)S1(=O)=O)c1ccccc1	·	-3	13	0	2	-3	0.3	-3.6
40	O=C([O-])c1cc(-c2ccccc2)cc(-c2ccccc2)[n+]1CCc1ccc(Cl)cc1	-37	8	26	8	4	-1	0.1	2.4
41	COc1cc(OC)c(CN2CCc3c([nH]c4ccccc34)C2)cc1Br	-3	1	12	19	1	-4	0.1	3.1
42	CCOCCCNC(=O)C(c1ccccc1)N(Cc1cccs1)C(=O)CNC(=O)c1ccccc1 (configuration not stated)	-7	-5	14	7	2	-8	-0.1	-0.1
43	Cc1cc(C)c(S(=O)(=O)C(C)C)c(=O)[nH]1	-7	-4	7	13	6	-1	0.0	-0.4
44	Cc1ccc(N=N/C(=C\O)C(=O)c2ccc(Cl)cc2)cc1	18	·	42	9	3	2	0.0	3.3
45	COc1ccc(S(=O)(=O)N(C)C[C@H]2OCc3ccccc3-c3ccccc3C(=O)N([C@@H](C)CO)C[C@@H]2C)cc1	-29	0	·	-2	-12	2	-0.4	0.7
46	COc1ccccc1CN1CN(S(=O)(=O)c2ccccc2)c2nc3ccccc3nc21	1	3	8	-6	-3	1	0.0	2.8
47	CC(C)Cc1ccc(CN2CCCC(NC(=O)CCN3CCCCC3=O)C2)cc1 (configuration not stated)	7	5	1	6	0	8	0.2	-2.7
48	CCCC#Cc1cnc2c(c1)C(=O)N([C@H](C)CO)C[C@@H](C)[C@@H](CN(C)C(=O)Nc1ccccc1OC)O2	-4	1	·	-19	-2	1	-1.1	1.6
49	COc1ccc(/C=N/NC(=O)CNC(=O)c2ccncc2)cc1OC	60	0	-20	-11	5	7	0.3	-2.7
50	Cc1cccc(S(=O)(=O)N2CCCCN3[C@@H](CO)[C@H](c4ccc(C#CC(C)C)cc4)[C@@H]3C2)c1	-6	-5	22	22	-9	-9	0.4	-7.5
51	COc1cccc(OCCSc2nc(C)c(Cc3ccccc3)c(=O)[nH]2)c1	-4	0	-25	10	-3	3	0.0	-0.8
52	Cc1ccc2nc(-c3ccco3)c(Cc3ccsc3)n2c1	15	·	-2	-11	0	13	0.0	2.1
53	C[C@H]1CN([C@@H](C)CO)C(=O)c2c(c3ccccc3n2C)-c2ccccc2CO[C@H]1CN(C)S(=O)(=O)CC(F)(F)F	-7	-26	3	-7	-3	1	0.0	-4.9

# In another format: results already given.
(14) C[C@H]1CN([C@@H](C)CO)C(=O)Cc2cc(NS(=O)(=O)c3cccs3)ccc2O[C@@H]1CN(C)Cc1ccc(-c2ccccc2)cc1
(15) COc1cccc(-c2cnc3c(NC(C)=O)cc(-c4cccc(C(=O)N(C)C)c4)cn23)c1
(16) COc1ccc(C(=O)c2ccccc2CN2C(=O)c3ccccc3C2=O)cc1
(17) Cc1ccc2nc(SCC(=O)Nc3ccc4[nH]c(=O)[nH]c4c3)[nH]c2c1
(18) Cc1ccc(OC(C)C(=O)Nc2cc(C)on2)cc1 (configuration not stated)
(19) Cc1c(C(=O)NCc2ccc([N+](=O)[O-])cc2)sc(=O)n1Cc1ccc(-c2ccccc2)cc1
(20) Nc1nonc1NN=C1CCCCC1
(21) COc1ccc(C2CC(c3ccccc3)=NN2C(=O)COC(=O)/C=C/c2ccc(O)c(OC)c2)cc1 (configuration not stated)
(22) O=C(Nc1cc(Cl)ccc1Cl)c1cc(-c2ccco2)on1
(23) Cc1ccc(S(=O)(=O)NC(=O)C2(C)CCN2C(=O)c2ccccc2)nc1 (configuration not stated)
(24) O=C(NNS(=O)(=O)c1ccccc1)c1cccc([N+](=O)[O-])c1
(25) Cc1nn(-c2ccc(F)cc2)c(C)c1/C=C/C(=O)N1CCNC(=O)C1

screen / no. | 14 | 15 | 16 | 17 | 18 | 19 | 20 | 21 | 22 | 23 | 24 | 25
INS-1E GSIS act | -3 | -6 | 0 | 13 | 13 | -6 | -1 | -2 | 4 | · | 1 | 18
ARNT TACC3 PPI | 3 | · | 3 | -1 | 0 | · | 20 | -4 | · | · | -4 | -9
PAX8 reporter | -11 | 6 | -4 | 8 | 2 | 24 | 3 | 22 | -1 | -18 | -9 | -2
EWS-Fli block | -6 | 5 | -14 | -16 | · | -3 | -9 | 11 | -9 | -7 | 6 | 11
ERp5 block | -1 | 6 | -4 | -3 | 3 | -5 | 3 | 2 | -3 | -10 | 3 | -1
DENV2 CPE rescue | ? | -6 | -2 | -2 | -6 | -1 | 10 | ? | -5 | 3 | -4 | -2
Xi reactivation | 0.0 | 0.3 | 0.4 | 0.1 | 0.1 | 0.0 | 0.2 | 0.0 | 0.0 | 0.0 | 0.2 | 0.0
F508del corr | 1.2 | 2.9 | 2.7 | 1.8 | 0.3 | -4.3 | -2.3 | 0.0 | -1.0 | 4.1 | 0.6 | -1.2

# Screens deposited in PubChem BioAssay by Broad Institute.
